H9c2 protect = protects H9c2 cardiomyocytes from peroxide injury. protection from H2O2 cell death, % at 20 µM. 360,000 compounds, 0.63% hits. H2O2 injury protection, ATPLite, 2 h. AID 588492;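 active means compounds giving at least 50% protection of heart cells from peroxide-induced death in the single-dose screen, raw or plate-pattern-corrected value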;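 further: 0% = DMSO wells with peroxide and 100% = DMSO wells without peroxide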
NOD2-RIPK2 inh = inhibitors of human NOD2-RIPK2 interaction; O43353; CHO BLA complementation NOD2-RIPK2, CCF4 ratio; inhibition, % at 4.98 µM; 360,000 compounds, 0.38% hits; AID 624267; in the data active means inhibition above about 21%;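 further: 0% = vehicle only and 100% = reference blocker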
Target sequence (O43353 whole entry, looked up): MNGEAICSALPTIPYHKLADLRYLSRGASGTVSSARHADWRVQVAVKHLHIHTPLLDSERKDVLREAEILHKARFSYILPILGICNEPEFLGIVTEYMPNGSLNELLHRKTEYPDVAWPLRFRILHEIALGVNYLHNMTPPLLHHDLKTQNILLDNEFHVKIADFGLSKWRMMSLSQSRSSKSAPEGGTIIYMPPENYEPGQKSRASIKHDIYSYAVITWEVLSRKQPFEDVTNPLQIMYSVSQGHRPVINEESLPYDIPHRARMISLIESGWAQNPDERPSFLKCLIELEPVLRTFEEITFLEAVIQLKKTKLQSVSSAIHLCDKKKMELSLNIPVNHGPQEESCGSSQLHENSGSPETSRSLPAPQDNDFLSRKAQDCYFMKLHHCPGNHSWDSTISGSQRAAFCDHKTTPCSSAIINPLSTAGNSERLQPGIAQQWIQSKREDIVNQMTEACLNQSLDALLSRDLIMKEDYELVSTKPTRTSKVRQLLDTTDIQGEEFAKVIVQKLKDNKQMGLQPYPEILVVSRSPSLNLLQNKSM
Glyco luc inh = blocks N-linked glycosylation in D54 reporter cells; reporter increase, % at 12.5 µM; 360,000 compounds, 0.23% hits; AID 588692; D54 ERlucT glycosylation luciferase reporter, 24 h; percent of 100 nM tunicamycin response;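 active means mean luciferase reporter signal, scaled so untreated is 0 and the glycosylation-blocking control 100, at or above a set limit in every replicate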;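 further: luciferase carries N-glycosylation sites so blocking glycosylation raises the light; 0% = median of neutral control wells and 100% = median of 100 nM tunicamycin wells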
HTR2A ag = agonists of mouse serotonin 5-HT2A receptor (HTR2A) | CHO-K1 mHTR2A beta-arrestin complementation, luminescence; percent of 30 µM serotonin response | activation, % at 7.6 µM | AID 624169 | 360,000 compounds, 0.66% hits | P35363;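 active means activation above a run cutoff, the mean activation of all tested compounds plus 3 SD, cut at about 14% in these data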;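 further: 0% = plate median of compound wells and 100% = 30 µM serotonin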
ABCB6 inh 2 = human ABCB6 transporter inhibition; Q9NP58; K562-ABCB6 porphyrin accumulation, flow cytometry, 1 h; stronger effect = lower value; fluorescence ratio to DMSO, % at 10 µM; 360,000 compounds, 0.19% hits; AID 602162;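 active means fluorescence ratio to DMSO below 75%, the collection mean minus 3 SD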;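 further: signal is porphyrin accumulated inside mitochondria; 100% equals median channel fluorescence of DMSO control wells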
MC4R barr agon = activates human MC4R beta-arrestin recruitment; P32245; U2OS MC4R beta-arrestin complementation, luminescence; percent of melanotan II response, DMSO zero; activation, % at 8.9 µM; 360,000 compounds, 0.98% hits; AID 540308;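 active means activation above a per-plate cutoff, the mean activation of sample wells on that plate plus 3 SD, cut at about 8% in these data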
Target sequence (P32245 whole entry, looked up): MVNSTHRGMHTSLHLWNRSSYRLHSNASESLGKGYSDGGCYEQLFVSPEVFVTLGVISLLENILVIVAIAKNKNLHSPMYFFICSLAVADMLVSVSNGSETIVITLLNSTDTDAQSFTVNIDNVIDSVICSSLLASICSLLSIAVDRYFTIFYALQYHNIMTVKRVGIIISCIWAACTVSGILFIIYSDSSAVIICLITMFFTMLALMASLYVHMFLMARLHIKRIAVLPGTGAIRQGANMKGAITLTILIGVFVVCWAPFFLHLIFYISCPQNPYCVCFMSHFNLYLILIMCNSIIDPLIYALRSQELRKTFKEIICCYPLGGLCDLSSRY
MC4R antagonist = blocks human MC4R cAMP signaling; 360,000 compounds, 0.48% hits; MC4R-expressing cells, MTII-stimulated cAMP, LANCE TR-FRET; inhibition, % at 6.5 µM; P32245; AID 540295;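 active means inhibition above its plate's cutoff, the mean of tested wells on that plate plus 3 SD, cut at about 29% in these data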;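 further: 0% = Melanotan II alone and 100% = Melanotan II plus saturating MCL0020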
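Material – human MC4R-expressing U2OS cells · Repeats – no replicates · Detection – TR-FRET with Eu-cAMP and labeled anti-cAMP, 671 nm · Times – compound 30 min, challenge 1 h, detection 1 h · Compound – single nominal compound dose of 6.5 µM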
ABHD5 PLIN5 PPI = ABHD5-PLIN5 protein interaction inhibition. Q00G26+Q8WTS1. Split G. princeps luciferase complementation, luminescence, 4 h. inhibition, % at 4 µM. 360,000 compounds, 0.78% hits. AID 602281;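 active means inhibition above the mean inhibition across every tested compound plus 3 SD, cut at about 22% in these data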;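 further: 0% = DMSO only wells and the 100% control is not disclosed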
TLR9-MyD88 inh = blocks human TLR9 binding to MyD88; Q9NR96+Q99836; CHO BLA complementation TLR9-MyD88, CCF4 FRET ratio; 340,000 compounds, 0.21% hits; inhibition, % at 4.98 µM;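 active means inhibition above the mean over all tested compounds plus 3 SD, cut at about 21% in these data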;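 further: 0% = DMSO only wells and 100% = clavulanate BLA inhibitor control wells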
SRC2 inh = human SRC2 (NCOA2) inhibition; Q15596; HEK293 GAL4-SRC2 luciferase reporter, luminescence; inhibition, % at 9 µM; 370,000 compounds, 0.17% hits; AID 651957;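 active means inhibition above the mean inhibition of all tested compounds plus 3 SD, set per campaign, cut at about 52% in these data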;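 further: 0% = DMSO treated cells and 100% = cells given Gossypol at 36 µM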
An asterisk follows results filed as active; x = not tested or not shown. Some of the compounds tested, so the mix of outcomes need not match the whole.

nr	structure	MC4R antagonist	NOD2-RIPK2 inh	TLR9-MyD88 inh	ABHD5 PLIN5 PPI	HTR2A ag
1	C=C[C@H](CC(C)C)N(Cc1ccccc1)S(=O)(=O)N(Cc1ccccc1)[C@@H](C=C)CC(C)C	7	7	2	-2	0
2	O=S(=O)(Nc1ccc(Cl)cn1)c1ccc2c(c1)OCCO2	4	-6	-3	-6	-4
3	COc1ccc(CCCc2n[nH]c(=S)o2)cc1C	6	-3	1	-4	3
4	Cc1cc(N/N=C/c2ccccc2[N+](=O)[O-])nc(-n2nc(C)cc2C)n1	-7	-5	2	-7	-4
5	CN(C(=O)c1ccc(NC(=O)Cc2ccc(NC(=O)C3CCN(C(=O)C4CCCC4)CC3)cc2)cc1)C1CCCC1	9	4	2	2	-4
6	O=C(NC1=C(Nc2ccc(Cl)cc2)C(=O)c2ccccc2C1=O)c1ccccc1	-1	-9	-4	-9	1
7	CCOC(=O)c1c(C)[nH]c(C(=O)COc2ccc3ccc(=O)oc3c2)c1C	1	-7	-6	8	-2
8	Cn1cc(Br)c(C(=O)Nc2sc3c(c2C#N)CCC3)n1	1	-3	x	1	0

nr	MC4R barr agon	ABCB6 inh 2	SRC2 inh	Glyco luc inh	H9c2 protect
1	1.2	96	-21	-7	-15
2	-1.7	97	15	2	8
3	-0.7	96	-4	1	-2
4	-2.7	95	-14	-5	11
5	-1.2	102	-2	-1	-4
6	-1.9	94	-1	-6	-14
7	-0.2	109	2	-7	52*
8	2.1	99	-37	3	2

New compounds follow
nr	structure	MC4R antagonist	NOD2-RIPK2 inh	TLR9-MyD88 inh	ABHD5 PLIN5 PPI	HTR2A ag
9	Nc1ncnc(Nc2ccccc2Oc2ccccc2)n1	1	-7	1	-4	4
10	CCCc1[nH]n(-c2ccc([N+](=O)[O-])cc2)c(=O)c1C(C)=NCc1ccncc1	8	-11	-9	-2	1
11	CC(C)NC(=O)C1(C)CSCC(=O)N1Cc1ccco1 (stereo not given)	x	-6	x	8	3
12	CC1CCN(CC(C)OC(=O)c2ccc3c(c2)OCCO3)CC1 (stereo not given)	9	-7	-2	-2	-7
13	OCCSc1nc(-c2ccccc2)nc2ccc(F)cc12	19	-1	-1	6	3
14	CC1CCCC(NC(=O)CCCn2c(=O)[nH]c3cc(Cl)ccc3c2=O)C1C (stereo not given)	1	-2	-1	-1	2
15	Cc1nn(C)cc1-c1cc(C(=O)O)c2ccccc2n1	3	-3	1	4	-1
16	CCc1nnc(NC(=O)CSc2nnc(CNc3ccc(C)cc3)n2C)s1	-2	0	-1	3	3

nr	MC4R barr agon	ABCB6 inh 2	SRC2 inh	Glyco luc inh	H9c2 protect
9	-2.0	94	-13	2	-2
10	-2.4	90	3	0	-1
11	x	x	16	x	x
12	2.4	97	-60	-2	-13
13	1.6	97	-13	0	-5
14	-0.3	100	10	-3	-4
15	-2.7	93	18	2	-1
16	0.0	93	-35	2	24

Next section
nr	structure	MC4R antagonist	NOD2-RIPK2 inh	TLR9-MyD88 inh	ABHD5 PLIN5 PPI	HTR2A ag
17	COc1ccc(OC)c(NC(=O)Cc2coc3ccc(C)cc23)c1	1	-7	2	7	-1
18	Cc1ccc(S(=O)(=O)N2CCOCC2)cc1NC(=O)COC(=O)Cc1ccc(Cl)cc1	10	-5	-2	2	2
19	CCOc1cccc2sc(N(CCN(CC)CC)C(=O)c3cccc([N+](=O)[O-])c3)nc12	15	-1	1	7	-2
20	COc1ccccc1/C=N/Nc1nc(C)c(C(C)=O)s1	1	1	-8	-2	0
21	CCOC(=O)c1ccc(Oc2nc(OC)cc(OC)n2)cc1	6	-14	-14	-8	-1
22	CCCOc1ccc(C(=O)NCCO)cc1	5	-12	1	-4	0
23	Nc1nc2c(ncn2[C@@H]2O[C@H](CNCc3ccccc3)[C@@H](O)[C@H]2O)c(=O)[nH]1	x	-2	x	-1	2
24	COC(=O)c1scc(C)c1N/N=C(\C)c1ccc(F)cc1	-2	-7	-7	-10	-5

nr	MC4R barr agon	ABCB6 inh 2	SRC2 inh	Glyco luc inh	H9c2 protect
17	-1.5	98	11	0	-3
18	-0.3	94	-13	2	-2
19	1.4	95	-6	1	-1
20	2.3	99	-54	6	-10
21	2.6	92	16	0	3
22	-2.3	102	5	1	5
23	x	98	2	0	0
24	3.4	102	10	-4	-7

Next compounds
nr	structure	MC4R antagonist	NOD2-RIPK2 inh	TLR9-MyD88 inh	ABHD5 PLIN5 PPI	HTR2A ag
25	Cc1ccc(-n2c(=O)cc(N3CCCCCC3)[nH]c2=O)cc1	10	-22	-3	-7	0
26	CCc1ccccc1NC(=O)c1sc2nc(C)cc(C)c2c1N	6	5	-4	0	14
27	Cc1ccc(C(=O)N2CCN(c3ccccc3O)CC2)cc1S(=O)(=O)N1CCCCC1	-4	-2	-3	-12	4
28	O=C(O)c1ccccc1C(=O)Nc1ccc(S(=O)(=O)Nc2ccc(F)cc2)cc1	1	1	3	4	9
29	COc1ccc2c(c1)nc(SCC(=O)c1ccc(Br)s1)n2C	15	-3	1	5	-2
30	Cc1cc(C(=O)N/N=C/C=C/c2ccccc2)n[nH]1	-14	-11	-5	2	-1
31	Cn1c(SCC(=O)NC2CCS(=O)(=O)C2)nnc1-c1ccco1 (stereo not given)	-1	-14	-7	2	0
32	CC12CC(NC(=O)N1c1cccc(C(=O)Nc3ncn[nH]3)c1)c1ccccc1O2 (stereo not given)	2	4	10	-1	0

nr	MC4R barr agon	ABCB6 inh 2	SRC2 inh	Glyco luc inh	H9c2 protect
25	-0.2	108	-8	1	4
26	0.7	94	-4	-2	4
27	-0.8	97	9	-1	1
28	-1.0	96	-39	0	-1
29	-1.9	103	5	5	5
30	-2.0	101	-16	0	-1
31	-0.7	103	-6	1	2
32	-2.5	92	3	3	1

The list goes on.
nr	structure	MC4R antagonist	NOD2-RIPK2 inh	TLR9-MyD88 inh	ABHD5 PLIN5 PPI	HTR2A ag
33	CCOC(=O)c1oc2ccccc2c1NC(=O)COc1cccc(OC)c1	15	-9	-5	-1	0
34	CCC(=O)NC(=S)Nc1ccc(NC(=S)NC(=O)c2ccccc2)cc1	1	-4	2	-2	-1
35	C=CC[C@H](CC(=O)N(CCO)Cc1ccccc1)C(=O)N[C@H](COC(=O)[C@@H](CC=C)Cc1ccc(F)cc1)C(C)(C)C	10	-4	6	5	0
36	CCCCCCC(=O)Nc1c(O)c2ccccc2[nH]c1=O	9	3	-1	-6	4
37	CSc1nc(N)nc2c1ncn2CC(=O)N[C@H](C)c1cccc2ccccc12	11	1	-5	9	3
38	COc1ccc(NC(=O)c2nn(C)c(=O)c3ccccc23)cc1S(=O)(=O)Nc1ccccc1Cl	11	-2	-4	2	-9
39	O=C(NCCSc1ccc(Br)cc1)c1ccccc1	12	-9	-2	1	1
40	CC1CCN(S(=O)(=O)c2nnc(NC(=O)c3cccc(Cl)c3)s2)CC1	8	5	-1	-6	6

nr	MC4R barr agon	ABCB6 inh 2	SRC2 inh	Glyco luc inh	H9c2 protect
33	2.6	96	-9	4	-5
34	-0.2	98	15	-5	-2
35	3.1	91	-36	2	8
36	-0.6	99	-1	2	6
37	-2.1	99	24	-2	0
38	-3.5	95	-17	0	2
39	-1.4	98	-11	-3	-8
40	-0.8	92	-2	0	-27

Full records as entered above. Order of values: MC4R antagonist, NOD2-RIPK2 inh, TLR9-MyD88 inh, ABHD5 PLIN5 PPI, HTR2A ag, MC4R barr agon, ABCB6 inh 2, SRC2 inh, Glyco luc inh, H9c2 protect
`CCC(=O)NC(=S)Nc1ccc(NC(=S)NC(=O)c2ccccc2)cc1` reads 1, -4, 2, -2, -1, -0.2, 98, 15, -5, -2
`CCOC(=O)c1oc2ccccc2c1NC(=O)COc1cccc(OC)c1` reads 15, -9, -5, -1, 0, 2.6, 96, -9, 4, -5
`CSc1nc(N)nc2c1ncn2CC(=O)N[C@H](C)c1cccc2ccccc12` reads 11, 1, -5, 9, 3, -2.1, 99, 24, -2, 0
`COc1ccc(NC(=O)c2nn(C)c(=O)c3ccccc23)cc1S(=O)(=O)Nc1ccccc1Cl` reads 11, -2, -4, 2, -9, -3.5, 95, -17, 0, 2
`CC1CCN(S(=O)(=O)c2nnc(NC(=O)c3cccc(Cl)c3)s2)CC1` reads 8, 5, -1, -6, 6, -0.8, 92, -2, 0, -27

(next part)
nr	structure	MC4R antagonist	NOD2-RIPK2 inh	TLR9-MyD88 inh	ABHD5 PLIN5 PPI	HTR2A ag
41	Cc1ccc(-c2ccc(/C=N/N3C(=O)C4C5C=CC(C6CC56)C4C3=O)o2)c([N+](=O)[O-])c1 (stereo not given)	1	-9	-12	-18	-2
42	COc1ccc(C)c2sc(N3CCCC3)nc12	-6	-7	-8	-2	1
43	CC1(C)C2CCC1(C)C(OC(=O)c1ccc(O)cc1)C2 (stereo not given)	10	7	15	-16	10
44	COc1ccc(C(=O)Nc2ccc(N3CCN(c4ccc(OC)cc4)CC3)c(C#N)c2)cc1	9	-11	7	5	-2
45	O=C(Nc1ccccc1Br)c1c(F)cccc1Cl	2	2	-7	1	0
46	CCOc1ccc(-c2csc(NC(=O)C3CCCO3)n2)cc1 (stereo not given)	0	-1	0	2	2
47	COC(=O)C1CCN(C(=O)c2ccccc2Oc2ccccc2)CC1	6	2	5	-7	0
48	Cc1cccc(C)c1OCc1cc(C(=O)N2CC3C[C@@H]4CC2C[C@H](C3)C4)no1	4	5	-6	-3	2

nr	MC4R barr agon	ABCB6 inh 2	SRC2 inh	Glyco luc inh	H9c2 protect
41	-1.9	99	-7	2	13
42	-2.3	84	4	3	4
43	-1.2	101	-2	-6	-12
44	-0.7	97	-6	-1	-2
45	-0.9	103	-15	2	6
46	-0.5	92	-20	0	-4
47	-3.0	97	-9	-2	1
48	-0.9	91	-34	-4	-5

The list goes on.
nr	structure	MC4R antagonist	NOD2-RIPK2 inh	TLR9-MyD88 inh	ABHD5 PLIN5 PPI	HTR2A ag
49	O=C(Nc1ccc2c(c1)[C@H]1C[C@@H](CC(=O)N3CCOCC3)O[C@@H](CO)[C@H]1O2)C1CCOCC1	2	-9	7	5	8
50	Cc1cccc(OCC(=O)NC2CCCc3ccccc32)c1C (stereo not given)	1	-3	3	-4	-7
51	CCN(C(=O)CSc1n[nH]c(N)n1)C1CCCCC1	7	3	-1	-8	17*
52	COc1ccc(S(=O)(=O)Nc2cc(C)c(O)cc2C(C)C)cc1	1	-13	-5	-1	8
53	O=CN1CCN(C(=O)c2ccc(Br)o2)CC1	2	-15	6	8	1
54	O=C(/C=C/Nc1ccc(F)cc1)c1cccs1	-3	-6	4	0	-3
55	Cc1ccc(S(=O)(=O)N2CCOCC2)cc1NC(=O)COC(=O)CCc1c[nH]c2ccccc12	10	-6	-5	-1	3
56	Cc1cccc2c(=O)n3c(cc12)-c1[nH]c2ccccc2c1CC3	17	-8	5	-2	1

nr	MC4R barr agon	ABCB6 inh 2	SRC2 inh	Glyco luc inh	H9c2 protect
49	-0.7	103	-27	0	-2
50	1.3	100	-11	-4	-4
51	1.6	100	-13	2	-4
52	-0.6	96	24	-2	-9
53	-1.4	101	-20	-2	1
54	-1.9	103	-25	-12	-33
55	-0.7	99	9	-1	0
56	8.0	101	9	-2	8

Screening results: PubChem BioAssay, several laboratories
